Cardiac RTF inh = cardiac RTF calcium desensitization; AID 493244; 0.12% of 340,000 active; inhibition, % at 7.15 µM; P19429+P45379; IANBD-labeled cardiac RTF, Ca2+ fluorescence;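 active means inhibition above the mean inhibition of all tested compounds plus 3 SD, cut at about 17% in these data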;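 further: assay run at fixed EC70 calcium of 1.6 mM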
PfHsp90 set2 = inhibits growth of yeast expressing Plasmodium falciparum Hsp90; S. cerevisiae expressing PfHsp90, BacTiter-Glo ATP, 48 h; yeast lacking PDR1 and PDR3 efflux regulators; inhibition, % at 9.4 µM; 0.32% of 310,000 active; AID 504621;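 active means every replicate shows inhibition above about 80%, whatever the replicate mean, limit read from the data; inconclusive means mean inhibition reaches the set limit but some replicate falls short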;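 further: 0% = DMSO neutral controls and 100% = 20 µM radicicol positive controls; yeast relying on Plasmodium falciparum Hsp90 in place of its own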
Rtt109 Vps75 = blocks Candida albicans Rtt109/Vps75 acetyltransferase activity; Q5AAJ8; purified Rtt109/Vps75, ThioGlo CoA-SH fluorescence, 4 h; inhibition, % at 34.9 µM; 0.16% of 330,000 active; AID 540336;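 active means inhibition of at least 50% in every replicate; inconclusive means best replicate reaches 50% inhibition but some replicates fall short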
Target sequence (Q5AAJ8 whole entry, looked up): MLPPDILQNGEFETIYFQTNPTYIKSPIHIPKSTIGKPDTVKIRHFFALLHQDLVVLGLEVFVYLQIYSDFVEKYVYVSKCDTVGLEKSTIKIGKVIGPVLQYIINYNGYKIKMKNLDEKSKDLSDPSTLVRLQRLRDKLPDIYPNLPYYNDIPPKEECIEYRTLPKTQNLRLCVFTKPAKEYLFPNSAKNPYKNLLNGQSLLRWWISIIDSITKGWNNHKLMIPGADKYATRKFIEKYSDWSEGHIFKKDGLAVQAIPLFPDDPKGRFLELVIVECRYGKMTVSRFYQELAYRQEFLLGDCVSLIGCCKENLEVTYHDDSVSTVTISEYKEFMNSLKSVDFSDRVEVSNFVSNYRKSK
Mot1-301 SUMO = SUMOylation pathway inhibition by Mot1-301 growth rescue; S. cerevisiae Mot1-301 growth rescue, ATP luminescence, 38.5C; percent above DMSO median, 100 means doubled; growth rescue, % at 18.8 µM; 1% of 320,000 active;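 active means every valid replicate shows activation above 250% relative to neutral control wells; inactive means the rest, any valid replicate at or below 250%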;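 further: OY570 slx delta 5 strain wells were the positive control but not used for scaling; some compounds called inactive have numbers as strong as hits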
dFosB act = activators of mouse delta FosB homodimer; P13346; activation, % at 25 µM; 0.99% of 340,000 active; purified delta FosB, TAMRA-CDK5 oligo fluorescence polarization; percent of positive-control signal above neutral wells;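 active means mean activation above about 17%, with every replicate also reaching it, limit read from the data, passing the limit was not always enough; inconclusive means only one of the two conditions met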;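 further: fluorescence polarization rise as delta FosB binds a TAMRA Cdk5 AP-1 oligo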
Target sequence (P13346 whole entry, looked up): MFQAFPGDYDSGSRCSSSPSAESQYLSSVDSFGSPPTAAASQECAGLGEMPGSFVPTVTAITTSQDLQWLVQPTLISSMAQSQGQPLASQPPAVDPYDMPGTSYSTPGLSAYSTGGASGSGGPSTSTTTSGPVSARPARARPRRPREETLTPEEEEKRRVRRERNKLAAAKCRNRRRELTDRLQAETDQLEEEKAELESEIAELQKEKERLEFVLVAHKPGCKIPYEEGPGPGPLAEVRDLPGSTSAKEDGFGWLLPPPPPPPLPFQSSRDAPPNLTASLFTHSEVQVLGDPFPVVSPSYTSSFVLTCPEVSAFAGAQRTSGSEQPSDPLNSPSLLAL
NSD2 inh = inhibitors of human histone methyltransferase NSD2. inhibition, % at 12.5 µM. O96028. 0.54% of 310,000 active. NSD2 peptide methylation, AlphaScreen, 120 min. AID 743445; in the data active means inhibition above about 50%
cardiac RTF act = increases calcium sensitivity of human cardiac regulated thin filaments. P19429+P45379. IANBD-labeled TnC RTF fluorescence at EC20 calcium; 0% EC20 calcium, 100% full calcium. activation, % at 7.2 µM. 0.24% of 340,000 active;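 active means activation above the mean over all tested compounds plus 3 SD, cut at about 30% in these data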;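 further: rise in fluorescence read as greater calcium sensitivity of cardiac thin filaments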
CDK5 inh = blocks human CDK5/p35 kinase activity. 0.01% of 330,000 active. Recombinant CDK5/p35, ADP-Glo luminescence, 60 min. inhibition, % at 10 µM. Q00535+Q15078;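 active means highest replicate inhibition of at least 50% and at least 75% of replicates reaching 50%; inconclusive means only one of the two criteria met; inactive means both criteria failed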;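 further: plate controls were DMSO neutral control for no effect and GW8510 at 10 µM for full effect; many of its hits are not listed in these tables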
PvdQ acylase = P. aeruginosa PvdQ acylase inhibition; AID 488965; inhibition, % at 10 µM; purified PvdQ acylase, fluorescence plate reader; 0.063% of 340,000 active; in the data active means inhibition above about 30%, passing the limit was not always enough; inconclusive means no clear call, values can overlap the other calls;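 further: 0% = vehicle neutral wells and 100% = reference inhibitor wells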
Keap1-Nrf2 PPI = inhibitors of human Keap1-Nrf2 protein-protein interaction. Q14145. Keap1 Kelch-Nrf2 peptide fluorescence polarization, 1536-well. inhibition, % at 9.4 µM. 0.15% of 340,000 active. AID 504523; in the data active means inhibition above about 12%; inconclusive means no clear call, values can overlap the other calls; inactive means below about 7.3%;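 further: human Keap1 Kelch domain with fluorescein labeled Nrf2 9mer peptide probe; 0% = neutral control wells and 100% = peptide positive control; higher means more block of Keap1 binding to Nrf2 peptide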
LANA DNA inh = blocks KSHV LANA C-terminal domain binding to DNA. MBP-C-LANA/FAM-LBS DNA binding, fluorescence polarization. inhibition, % at 9 µM. 0.078% of 340,000 active;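 active means highest replicate inhibition at or above 60% at 9 µM, even if other replicates fall short; inactive means all replicates below 60% inhibition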;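 further: 0% = neutral control wells and 100% = 4 µM acridine orange control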
Numbers without * were called inactive; ? = inconclusive; · = no result given.

mol,Cardiac RTF inh,PfHsp90 set2,Rtt109 Vps75,Mot1-301 SUMO,dFosB act,NSD2 inh,cardiac RTF act,CDK5 inh,PvdQ acylase,Keap1-Nrf2 PPI,LANA DNA inh
Cc1ccc(CSc2nc(-c3ccccc3)c(C#N)c(=O)[nH]2)cc1,-9,-20,15,31,-6,9,-1,1.1,-5,2,-0.1
CC1Cc2ccccc2N1C(=O)CSc1nnc(CSc2ncccn2)n1C (stereo not given),-7,·,0,-3,-1,0,-2,1.3,-9,-5,1.0
CCCCNC(=O)C1CCN(S(=O)(=O)c2cnc[nH]2)CC1,-3,-1,-6,·,-17,0,-1,-2.2,-3,3,-1.4
NS(=O)(=O)c1ccc2nc(-c3ccccc3)c(-c3ccccc3)nc2c1,-2,-28,0,-10,3,-3,1,0.4,-6,2,-0.1
O=C(Cn1cnc2scc(-c3ccc(Br)cc3)c2c1=O)N1CCOCC1,-9,14,·,13,-3,2,-2,-2.1,-15,0,0.4
Cc1oc2cc(O)ccc2c(=O)c1Oc1ccc(F)cc1,1,0,-9,285,19*,-2,-1,-0.6,-1,-4,2.1
COc1ccc(/C(O)=C2/C(=O)C(=O)N(CCCN3CCOCC3)C2c2ccc(C)cc2)cc1 (stereo not given),-9,4,11,10,-6,9,0,-2.0,-3,-7,-1.1
CCOc1ccc(NC(=O)CN2C(=O)NC(C)(c3ccc(OC(F)F)cc3)C2=O)cc1 (stereo not given),-4,13,-1,-10,-6,45,-6,-0.5,-5,-5,-1.3
COC(=O)CSc1nccc(C)n1,3,6,6,11,1,-2,-3,0.1,-20,0,2.0
CN(Cc1ccco1)C(=O)CSc1nn2c(=O)c(C(C)(C)C)nnc2s1,-8,10,-3,12,-16,19,-1,-0.2,-15,-6,5.0
O=c1c(-c2ccnn2-c2cccc(Cl)c2)cnc2n1CCS2,-12,-7,1,·,-8,0,-4,0.8,-6,0,0.3
Cc1cccc(-c2nc(Nc3cccc(O)c3)c3ccccc3n2)c1,0,-44,9,60,16,-3,4,1.0,-12,-8,0.2
Cn1c(=O)n(C)c2cc(NC(=O)CCc3ccccc3)c(Br)cc21,-7,-29,0,-1,-11,-2,-4,1.1,-20,-4,1.7
O=C(NCc1ccc2c(c1)OCO2)c1sccc1Br,1,-8,4,-13,-6,1,3,1.2,6,0,0.8
COCC(=O)Nc1nnc(SCC(=O)N2CCCCC2)s1,-10,0,-1,11,-5,-2,-2,-0.2,-14,-3,1.3
OC1(C#CCCN2CCCCC2)c2ccccc2-c2ccccc21,-3,-6,-9,30,2,·,6,-0.8,-18,-3,3.3
O=C(NC(=O)c1ccccc1F)Nc1nc(-c2cccs2)cc(C(F)(F)F)n1,-5,-20,-10,79,-35,·,-1,1.6,-6,-4,-0.3
COc1ccc([C@H]2CC(=O)C=C(c3ccc4c(c3)OCCO4)C2)cc1,-1,-4,0,-7,-12,·,0,0.2,4,2,3.0
CN(c1ccccc1)S(=O)(=O)c1ccc(Cl)c(C(=O)OCC(=O)NC2CCS(=O)(=O)C2)c1 (stereo not given),-8,13,-3,38,1,-1,-3,1.2,-4,-3,-0.2
N#CC1=C2SCN(c3ccc(F)cc3)CN2C(=O)CC1c1cccc(F)c1 (stereo not given),-5,-21,0,21,-2,·,0,-0.6,11,-3,2.3
Cn1c(SCC(=O)N/N=C/C=C\c2ccco2)nc2ccccc21,1,-8,-10,4,3,5,-4,-0.2,-4,-4,0.3
CCCCCn1c(=O)[nH]c2cc(C(=O)N3CCN(Cc4ccc5c(c4)OCO5)CC3)ccc2c1=O,11,-7,·,·,-8,-2,-6,-1.8,9,-7,-0.2
CCCN1C(=O)c2ccccc2NC1c1ccc(OC)cc1O (stereo not given),7,-11,-54,-9,-3,-1,3,-1.7,-10,-1,-0.7
O=c1[nH]c(/C=C/c2ccccc2Cl)nc2ccccc12,1,1,1,21,?,-2,-5,0.0,12,-1,6.0
O=C(NCc1ccco1)c1ccc(Cl)s1,1,6,-2,44,1,-2,-2,1.1,-8,1,-2.7
Cc1cc(C(=O)N2CCN(Cc3ccccc3)CC2)on1,-1,9,1,-4,-5,·,-2,-1.0,-9,3,0.3
CC(C)c1ccc(Nc2c([N+](=O)[O-])c(=O)n(C)c3ccccc23)cc1,4,14,4,-2,1,4,-5,2.3,1,0,1.0
CCC(C)[C@H](NC(=O)N1CCC(C)CC1)C(=O)OC (stereo not given in full),-7,-10,2,13,-2,8,44*,1.2,-15,0,-1.0
c1cc2c(cc1C1=NNC(=NC3CC3)SC1)OCCO2,0,13,1,-1,-11,0,2,20,-10,1,-0.7
CC(CCc1ccccc1)NC(=O)CSc1cccc[n+]1[O-] (stereo not given),8,17,-4,-17,3,-2,-5,-2.7,-6,0,-0.6
COc1cccc(NC(=O)c2ccccc2OCc2c(C)noc2C)c1,-4,·,-1,·,-8,-2,1,0.3,-6,-7,-0.8
O=C(OCc1cn(-c2ccc(Cl)cc2)nn1)c1ccccc1,-2,·,·,·,6,-3,6,0.2,-15,-1,1.9
CC(C)(C)c1cnnn1-c1ccc(NC(=O)c2ccc(Br)o2)cc1,-2,-8,11,72,-7,0,-3,1.2,-6,-1,0.4
CCNC(=S)N/N=C/c1ccc(OCc2ccc(C(=O)OC)cc2)cc1,-12,-27,-16,8,-2,-3,0,0.0,-9,-5,-0.8
Cc1nc(SC2C=CS(=O)(=O)C2)n[nH]1 (stereo not given),-1,-9,-10,-16,0,0,0,-0.2,-10,1,0.0
Fc1ccccc1CSc1nnc(-c2cnccn2)n1Cc1ccco1,2,-41,3,-15,4,1,0,-2.1,-6,-5,1.9
COc1ccc(/C=C(\NC(=O)c2ccc(OC)c(OC)c2)C(=O)NCCc2c[nH]c3ccccc23)cc1,8,12,19,21,4,2,-1,2.3,5,-2,-0.9
Cc1ccc(CNc2ccc(N3CCN(C)CC3=O)cc2)cc1,4,-2,5,12,-3,·,-1,-1.7,3,-4,0.3
CC(C)n1c(C(=O)OCC(=O)NCc2ccc3c(c2)OCO3)cc2occc21,-7,-10,38,5,-10,·,-13,0.1,0,-5,-2.3
Cc1ccc(-c2cc(N)n3nc(-c4ccc(C)cc4)cc3n2)cc1,-5,·,-4,307,5,·,-4,0.5,-5,1,-0.4
COc1ccc(CNC(=O)C2CC(C)=C(C)CC2C(=O)O)cc1OC (stereo not given),-5,-5,0,-14,-8,0,1,0.1,-17,-3,0.9
O=C(O)c1ccn(COc2ccc(Br)cc2)n1,1,26,-8,-17,-4,-9,7,0.4,-25,0,-0.4
Cc1ccc(CNC(=O)C(=O)NCC2OCCN2S(=O)(=O)c2cccs2)cc1 (stereo not given),-2,-12,-12,10,-1,·,0,-0.7,-5,-4,-1.9
Cc1[nH]c(=O)[nH]c(=O)c1S(=O)(=O)N1CCCC(C(=O)N2CCC(Cc3ccccc3)CC2)C1 (stereo not given),-7,2,2,-20,-2,·,5,-0.4,-10,5,0.8
Cc1nn(Cc2ccccc2)c(C)c1C(=O)N1CCN(CC(=O)Nc2ccccc2Cl)CC1,11,-10,-5,-13,-5,-2,1,-0.9,8,2,-1.9
CCOc1cccc2sc(N(CCN(C)C)C(=O)/C=C/c3cccs3)nc12,-3,3,-22,94,14,4,-1,0.3,-3,-2,-0.6
O=C(O)C1=CCNCC1,6,0,3,8,7,·,1,0.5,-4,-1,-0.5
COc1cc(C(=O)NCC(=O)N2CC=C(c3ccccc3)CC2)cc(OC)c1OC,2,-12,-8,-12,-17,1,-2,2.0,-11,0,-1.3
N#Cc1c(-c2ccco2)nc(SCc2ccc(F)cc2)[nH]c1=O,1,-24,-7,-4,-9,·,1,-1.6,-2,-3,3.8
COc1ccc(NS(=O)(=O)c2cccc(C(=O)NNC(=O)c3ccccc3OC)c2)cc1,-6,-1,3,35,-9,3,6,-0.4,0,-5,0.5
COc1ccc(C(=O)Nc2ccccc2C(=O)Nc2cc(C)ccn2)cc1,-15,15,-7,51,-23,-3,6,-2.0,-11,-8,-2.2
O=C(Nc1ccccc1)NC1(C(=O)NCc2cccs2)CCCCC1,-12,0,-19,-2,-9,-2,-1,-0.9,-5,-2,0.7
O=C(C1=C(O)C(=O)N(Cc2ccco2)C1c1cccs1)c1cccs1 (stereo not given),4,-6,8,-6,1,1,4,-2.5,3,1,0.2
CCOc1cccc2sc(=NC(=O)c3ccco3)n(CC(=O)OC)c12,-7,13,8,-3,-13,7,-5,-1.5,0,0,-0.3
CC(C)C(NC(=O)c1ccc(C(C)(C)C)cc1)C(=O)NCc1ccccn1 (stereo not given),-1,4,8,16,-12,2,-2,0.2,7,-6,-0.6
Cn1c(SCc2nc3ccccc3n2CCO)nc2ccccc21,10,10,-2,-16,-11,-1,3,-3.7,-8,-1,-1.5

From PubChem
